Source: PubChem
NR2F2 inh: NR2F2 transcriptional activity inhibitors, primary screen, cell-based, luciferase reporter, HEK293T, luminescence. HEK293T NGFI-A luciferase reporter. inhibition, % at 8.6 µM. 0.7% of 370,000 active. AID 686940, 2013;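 active means inhibition above a per-plate cutoff, mean inhibition of test wells between control levels plus 3 SD, cut at about 38% in these data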;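 further: cells cotransfected with COUP-TFII expression vector driving the NGFI-A reporter; 0% = median of COUP-TF2 test wells and 100% = reporter-only cells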
SRC2 inh: inhibition of GAL4-SRC2 driven luciferase reporter, primary screen, SRC2 inhibitor project, cell-based, luminescence | 0.17% of 370,000 active | Nuclear receptor coactivator 2 (Homo sapiens), Q15596 | HEK293 GAL4-SRC2 luciferase reporter | inhibition, % at 9 µM;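 active means inhibition above the mean inhibition of all tested compounds plus 3 SD, set per campaign, cut at about 52% in these data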;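 further: 0% = DMSO treated cells and 100% = cells given Gossypol at 36 µM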
An asterisk follows results filed as active. Only part of the results is shown. The share of hits here may be higher or lower than overall.

SMILES	NR2F2 inh	SRC2 inh
O=C(NCC1COCCO1)C1CCN(S(=O)(=O)c2ccc(Br)s2)CC1 (stereo unspecified)	9	-1
CN(c1ccc(NC(=O)CCc2c[nH]c3ccccc23)cc1)c1ccccn1	-6	0
CC(C)CN(CC(C)C)C(=O)CSc1nc2cccnc2n1C	10	4
COc1ccc(S[C@]2(C(=O)N(C)C)CC(=O)N(C(=O)CCc3ccccc3)[C@@H]2c2ccc(OC)cc2)cc1	28	22
COc1ccc(CN2CCC(CNC(=O)Nc3ccccc3)CC2)cc1	-14	-5
O=C(Cn1c(-c2cncs2)nc2ccccc21)NC1CCCCC1	-4	17
c1ccc2c(NCCCN3CCOCC3)c3ccccc3nc2c1	-16	-81
CC(C)CN1C(=O)[C@@]2(CC(=O)N(C)C2c2ccccc2)c2cc(-n3cc(CO)nn3)ccc21 (stereo partly specified)	-15	6
Cc1cc(N2CCN(C(=O)Oc3ccc(-c4ccccc4)cn3)CC2)c2ccccc2n1	87*	31
CCOC(=O)[C@]12CCCC3=C1N(CCC3)C(=O)[C@@H](CC(=O)NCCCN1CCCC1=O)C2	6	-6
C=CCN=C1NC(c2ccc(F)cc2)C(C(=O)OC)=C(C)N1C (stereo unspecified)	-2	-13
CCc1ccccc1NC(=O)CSc1nnc(-c2cccs2)o1	-16	-26
Cc1ccccc1CN1CCCCC(NC(=O)c2ccccc2)C1=O (stereo unspecified)	-14	-17
COc1ccc(C2C(C(=O)Nc3ccc(F)cc3F)CCC(=O)N2c2ccc(OC)cc2)cc1 (stereo unspecified)	0	1
O=C1CCC2(CCC(c3ccccc3)CC2)N1CCCO (stereo unspecified)	-15	16
C=C(C)C#CCNCc1ccccc1	-4	-13
COCc1[nH]nc2c1C(c1cccc(C(F)(F)F)c1)N(c1ccc(OC)cc1)C2=O (stereo unspecified)	9	6
COc1cc(F)ccc1Oc1cccc2c1S(=O)(=O)N([C@H](C)c1ccccc1)C[C@@H](COCc1ccccc1)O2	1	4
c1ccc(Cn2c(-c3cccs3)nc3nc4ccccc4nc32)cc1	10	-23
CC(NC(=O)Cc1ccccc1[N+](=O)[O-])c1ccccc1 (stereo unspecified)	-6	20
O=C(Cc1ccccc1F)Nc1nnc(-c2cccnc2)s1	0	-18
COc1ccc(C(=O)C(=O)N2CCN(S(=O)(=O)c3cccc4c(N(C)C)cccc34)CC2)cc1OC	6	-9
CC(Sc1ccsc1[N+](=O)[O-])C(=O)NCc1ccccc1 (stereo unspecified)	-10	2
COc1ccc(-c2cc(-c3nnc(SCc4ccc([N+](=O)[O-])cc4)n3N)[nH]n2)cc1	12	-26
O=C1NC(Cc2ccccc2)c2nc3ccc(Cl)cc3c(=O)n2-c2ccccc21 (stereo unspecified)	6	-1
N#Cc1ccccc1OC[C@@H](O)CN1CCC(C(O)(c2ccccc2)c2ccccc2)CC1	-5	-1
COC(=O)C1=C(C)N(Cc2cccc(C(F)(F)F)c2)C(=NCc2ccccc2)NC1c1ccccc1C(F)(F)F (stereo unspecified)	5	-13
O=C(NCc1ccc(Cl)cc1)C1CCCN(c2ncccn2)C1 (stereo unspecified)	-12	6
C=CCNc1cccc2c1S(=O)(=O)N[C@@H](CC(C)C)CO2	4	-17
COc1cc(C(=O)NN=C2c3ccccc3-c3ccccc32)cc(OC)c1OC	-68	6
CCOC(=O)[C@]12CCCCC/C=C\1N(Cc1ccc(OC)cc1)C(=O)[C@H]2CC(=O)NCC12CC3CC(CC(C3)C1)C2	-4	-7
CCOC(=O)CN1C(=O)[C@]2(OCCC=C[C@H]2C)c2ccccc21	2	-9
CSCCCNC(=O)Cn1nc(Cc2ccncc2)c2ccccc2c1=O	15	-5
CN1C(=O)c2cc(NC(=O)Nc3ccccc3)ccc2OC[C@H]2O[C@@H](CC(=O)NCc3ccc(-c4ccccc4)cc3)CC[C@@H]21	17	4
C=CCN(CC#Cc1cccnc1)Cc1ccc(OC)cc1OC	-4	14
CN[C@H]1C[C@H]2c3[nH]c4c(-c5ccccc5)cccc4c3CCN2C(=O)[C@H]1[C@H](C)O	-4	-23
O=C(CNS(=O)(=O)c1ccc(Br)s1)N1CCN(c2ccccn2)CC1	3	-1
O=C(CCn1c(=S)[nH]c2cc3c(cc2c1=O)OCO3)N1CCc2ccccc2C1	6	-13
C#CCNC(=O)C[C@H]1C[C@@]2(C(=O)OC)C(=C[C@H](COCc3ccccc3)O[C@@H]2C)N(Cc2ccc(Cl)cc2Cl)C1=O	5	-9
Cc1cccc(Cl)c1NC(=O)N(C)c1ccccc1	-11	28
CC(C)(C)N(Cc1cn(CC2CCCCC2)nn1)S(=O)(=O)c1ccccc1Br	-15	13
CC(C)C[C@H]1COc2ccc(Cl)cc2S(=O)(=O)N1C[C@H](NC(=O)OC(C)(C)C)C(C)C	6	5
O=C(NCCN1CCC(Cc2ccccc2)CC1)C1CCCN(S(=O)(=O)c2ccc([N+](=O)[O-])cc2)C1 (stereo unspecified)	25	24
CCN(C(=O)CSc1nnc(-c2cccnc2)n1Cc1ccco1)c1ccccc1	0	-14
CCCC[C@H]1C2CC(OC(=O)Nc3cccc(Cl)c3)C(C2)[C@H]2CCCCN21 (stereo partly specified)	-14	-18
Fc1cccc(Cn2ccc3ccc(-c4ccc5ccn(Cc6cccc(F)c6)c5c4)cc32)c1	2	-16
C[C@H](O)[C@@H]1CN2CCc3c([nH]c4c(-c5ccccc5)cccc34)[C@@H]2C[C@@H]1N(C)C(=S)Nc1ccc(C#N)cc1	-22	-22
CO[C@@H]1[C@H](O)CC[C@]2(O)CN(c3ccc(F)cc3)[C@](C)([C@H](O)CC=C(C)C)[C@@H]12	8	-10
COC(=O)c1cccc2c([N+](=O)[O-])c(NC(C)=O)cc(C(=O)OC)c12	3	-20
CCOC(=O)N1CCN(c2nc(N(c3ccccc3)c3ccccc3)nc(-n3ccnc3)n2)CC1	9	9
Cc1cc(-c2cc(NC(=O)Cc3c(C)[nH]c4ccccc34)ccc2Nc2cccnc2)ccc1F	-4	-13
Nc1[nH]c(C(=O)c2ccc(Br)cc2)c(-c2ccccc2Br)c1C(=O)NCCc1c[nH]c2ccccc12	-10	-6
Cc1ccc2c(NC(=O)C3CC3)c(C)ccc2n1	3	-15
C=CCn1c(COc2ccc(C)cc2)nnc1SCC(=O)Nc1cc(Cl)cc(Cl)c1	-16	-1
O=C(Nc1cccs1)OC1CC2CC1[C@H]1CCCCN1C2 (stereo partly specified)	-17	0
COC(=O)C[C@H]1CC[C@@H]2[C@@H](COc3ccc(NC(=O)C4CCCCC4)cc3C(=O)N2C)O1	-16	-24
C(=N\Nc1nc(Nc2ccccc2)nc(N2CCCCC2)n1)/c1ccco1	9	-31
COc1ccccc1CCn1cnc(-c2ccccc2OC)c1CC(C)C	7	-20
O=C(CSc1nnc(COc2ccc(Cl)cc2)n1Cc1ccco1)Nc1ccc2c(c1)OCO2	21	4
CN1[C@H](Cc2ccccc2)COc2cc(N3CCSCC3)ccc2S1(=O)=O	27	5

4 entries from above, sorted by their value in SRC2 inh, low to high:
| Molecule | SRC2 inh |
| --- | --- |
| Fc1cccc(Cn2ccc3ccc(-c4ccc5ccn(Cc6cccc(F)c6)c5c4)cc32)c1 | -16 |
| Cc1cc(-c2cc(NC(=O)Cc3c(C)[nH]c4ccccc34)ccc2Nc2cccnc2)ccc1F | -13 |
| O=C(Nc1cccs1)OC1CC2CC1[C@H]1CCCCN1C2 (stereo partly specified) | 0 |
| O=C(CSc1nnc(COc2ccc(Cl)cc2)n1Cc1ccco1)Nc1ccc2c(c1)OCO2 | 4 |

Next part
SMILES	NR2F2 inh	SRC2 inh
CCn1c(=O)n(CC(=O)N2CCN(C(C)=O)CC2)c(=O)c2ccccc21	-6	-22
COC(=O)[C@]12C[C@H](CC(=O)N3CCOCC3)C(=O)N(Cc3ccc(Cl)cc3Cl)C1=C[C@H](C(C)(C)C)O[C@@H]2C	5	-8
COC(=O)C1=C(C)N(Cc2cccc(C(F)(F)F)c2)C(=NCc2ccc(OC)cc2)NC1c1ccc(Cl)cc1 (stereo unspecified)	4	8
O=C(Nc1ccc2ccccc2c1)NC1CCCCN(Cc2ccc(Cl)cc2)C1=O (stereo unspecified)	-13	0
O=C(CCl)NC1CCCCN(Cc2ccc(OC(F)(F)F)cc2)C1=O (stereo unspecified)	2	-5
C=CCN1[C@@H](CC(C)C)COc2cccc(N3CCCC3)c2S1(=O)=O	-2	18
CCOc1ccccc1C(=O)Nc1ccc(C(=O)NCC2COc3ccccc3O2)cc1 (stereo unspecified)	7	5
COC(=O)C1=C(C)N(Cc2ccc(C(F)(F)F)cc2)C(=NCc2ccccc2C(F)(F)F)NC1c1cccc(Cl)c1 (stereo unspecified)	0	-8
NC(=O)c1ncn([C@@H]2O[C@H](C(=O)N[C@H](Cc3c[nH]c4ccccc34)C(=O)N3CCN(C(=O)C4CC4)CC3)[C@@H](O)[C@H]2O)n1	2	-5
Cc1ccc(S(=O)(=O)N2CCCC2C(=O)N2CCN(c3ccccc3)CC2)cc1C (stereo unspecified)	9	-12
CC[C@]1(c2ccc(C)cc2)C(=O)N(C(=O)OC(C)C)N1C(=O)OC(C)C	17	19
COCCCNC(=O)c1oc(=O)c2ccccc2c1-c1ccc(C)cc1	7	-4
CCn1cc(C(=O)Nc2ccc(Oc3cccnc3)cc2)c2ccccc21	-14	8
CCN(CC)C(=O)CC[C@H]1CC[C@]2(CCCN(C(=O)c3ccno3)C2)O1	-9	0
CCCc1c(-c2ccc(OC)cc2)ncn1CCc1ccccc1OC	47*	17
O=c1[nH]c(SCc2ccc(Cl)cc2)nc2ccsc12	0	-47
CC(C)CSc1ncccc1-c1nc2ccccc2[nH]1	-9	7
Nc1nc2c(ncn2[C@@H]2O[C@H](C(=O)N[C@H](Cc3ccccc3)C(=O)NC3CCCCC3)[C@@H](O)[C@H]2O)c(=O)[nH]1	-7	-13
C[C@@H]1CNC(=O)c2c(C(=O)N(C)Cc3ccccc3)ncn21	13	-20
CCCCOCCCNC(=O)C[C@@H]1C(=O)N(CCc2ccc(Cl)cc2)C2=CCCCC[C@]21C(=O)OC	9	9
COc1cccc(Cn2cc(COC(=O)N3CCOCC3)nn2)c1	0	-11

Structures shown so far that have fluorine:
SMILES	NR2F2 inh	SRC2 inh
C=CCN=C1NC(c2ccc(F)cc2)C(C(=O)OC)=C(C)N1C (stereo unspecified)	-2	-13
COc1ccc(C2C(C(=O)Nc3ccc(F)cc3F)CCC(=O)N2c2ccc(OC)cc2)cc1 (stereo unspecified)	0	1
COCc1[nH]nc2c1C(c1cccc(C(F)(F)F)c1)N(c1ccc(OC)cc1)C2=O (stereo unspecified)	9	6
COc1cc(F)ccc1Oc1cccc2c1S(=O)(=O)N([C@H](C)c1ccccc1)C[C@@H](COCc1ccccc1)O2	1	4
O=C(Cc1ccccc1F)Nc1nnc(-c2cccnc2)s1	0	-18
COC(=O)C1=C(C)N(Cc2cccc(C(F)(F)F)c2)C(=NCc2ccccc2)NC1c1ccccc1C(F)(F)F (stereo unspecified)	5	-13
Fc1cccc(Cn2ccc3ccc(-c4ccc5ccn(Cc6cccc(F)c6)c5c4)cc32)c1	2	-16
CO[C@@H]1[C@H](O)CC[C@]2(O)CN(c3ccc(F)cc3)[C@](C)([C@H](O)CC=C(C)C)[C@@H]12	8	-10
Cc1cc(-c2cc(NC(=O)Cc3c(C)[nH]c4ccccc34)ccc2Nc2cccnc2)ccc1F	-4	-13
COC(=O)C1=C(C)N(Cc2cccc(C(F)(F)F)c2)C(=NCc2ccc(OC)cc2)NC1c1ccc(Cl)cc1 (stereo unspecified)	4	8
O=C(CCl)NC1CCCCN(Cc2ccc(OC(F)(F)F)cc2)C1=O (stereo unspecified)	2	-5
COC(=O)C1=C(C)N(Cc2ccc(C(F)(F)F)cc2)C(=NCc2ccccc2C(F)(F)F)NC1c1cccc(Cl)c1 (stereo unspecified)	0	-8
